TCR act – Activators of T cell receptors: qHTS campaign | primary human leukocytes, anti-CD3, IL-2 HTRF, 48 h | Potency, µM (series often up to 9.22 µM), for the others: at the top dose activation of IL-2 secretion, usual class: activators | 330,000 tested, under 10 active | AID 504894, 2011; also: % of control where 0% means no effect
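TCR engagement came from a-CD3 beads alone, with compounds added to primary human leukocytes for 48 hr. Secreted IL-2 bridged europium cryptate- and d2-labelled anti-IL-2 antibodies, giving FRET emission at 665nm after 320nm excitation.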
KCNH2 WT inh – qHTS for Inhibitors of KCHN2 3.1: Wildtype qHTS. activity change, % at 1.84 µM. 340,000 tested, 0.37% active. Voltage-gated inwardly rectifying potassium channel KCNH2 (Homo sapiens), Q12809. AID 720551, 2013. U2OS, BacMam KCNH2, thallium flux FluxOr; hits give low values;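 active = maximum activity change below -70%; inconclusive = maximum activity change between -70% and -50%; inactive = maximum activity change above -50%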; also: % is scaled to controls: 0 for no effect and ±100 for the full control effect
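U2OS cells transduced with wild-type KCNH2 virus are loaded with FluxOr dye for 45 min, and thallium flux is measured in kinetic reads before and after stimulation buffer. Rate constants are normalized to DMSO controls.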
Giardia killer – Small Molecules that selectively kill Giardia lamblia: qHTS. Giardia lamblia trophozoite viability. activity change, % at 7.66 µM, hits read low. 340,000 tested, 0.15% active; in the data active = activity change below about -80%; inconclusive = between about -30% and that limit;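 also: parasites exposed to compound for two days anaerobically before the ATP read; % is scaled to controls: 0 for no effect and ±100 for the full control effect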
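Luminescence from cellular ATP indicates surviving trophozoites (100 cells/well) following 48 hrs anaerobic compound treatment at 37 deg C; signal develops 15-30 min at room temperature.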
A-T KAP1 phos – qHTS Assay for Identifying a Potential Treatment of Ataxia-Telangiectasia; […] A-T fibroblasts, KAP-1 phosphorylation AlphaLISA; neocarzinostatin DNA damage 30 min before lysis; Potency, µM (top dose mostly 57.5 µM), without a hit: at the highest dose activation, actives largely listed as activators; 320,000 tested, 0.19% active; also: potency is read from the fitted curve at half-maximal effect; % of control where 0% means no effect; nearly all actives have a fitted effect of over 45% in size
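ATM-like activity read as KAP-1 phosphorylation via AlphaLISA donor/acceptor antibody pairs after lysis and 6 hr at 25C. Cells were ATM-null patient fibroblasts ([…], hTERT), dosed 60 min, then exposed to the DSB inducer NCS for 30 min.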
Tb PFK inh – qHTS Assay to Find Inhibitors of T. brucei phosphofructokinase. ATP-dependent 6-phosphofructokinase (Trypanosoma brucei brucei), O15648. T. brucei PFK, ADP-Glo luminescence. Potency, µM (doses to about 57.5 µM), for inactives: at the top dose activity, negative = inhibition, actives largely listed as inhibitors. 330,000 tested, 0.17% active. AID 485367, 2010;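 also: potency is read from the fitted curve at half-maximal effect; 0% = uninhibited 1x PFK enzyme wells and -100% = no-enzyme wells; nearly all actives have a fitted effect of over 60% in size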
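Compounds were pin-transferred as a titration series up to 57 uM into substrate buffer (0.5 mM F6P, 0.1 mM ATP, pH 8.0), then 1.25 nM PFK was added and reactions ran 45 min before ADP-Glo detection.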
MLL CXXC-DNA inh – qHTS Fluorescence Polarization Assay for Inhibitors of MLL CXXC domain - DNA interaction. Histone-lysine N-methyltransferase 2A (Homo sapiens), Q03164. MLL-CXXC / FITC-HOXA9 DNA fluorescence polarization. Potency, µM (series often up to 115 µM), for the others: top-dose activity change, negative = inhibition, hits mostly inhibitors. 290,000 tested, 0.037% active. AID 2662, 2010; active = well fitted inhibition curve with a large enough effect in the polarisation, with a control signal flat, not every such curve was filed as active; inconclusive = small, poorly fitted or top-dose-only effect, or effect the other way, or a change in a side signal; inactive = no such curve, though single readings can be large or run the other way; the % refers to the polarisation; also: potency is read from the fitted curve at half-maximal effect
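Fluorescence polarization: 7 uM MLL-CXXC (stock) preincubated 5 min with compounds, then 50 nM fluorescein-HOX-A9 DNA (stock) added; 30 min ambient. Buffer 50 mM Tris-HCl pH 7.5, 50 mM NaCl, 1 mM DTT, 0.05% BSA.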
TSHR antag – Antagonists of the Thyroid Stimulating Hormone Receptor: HTS campaign; Thyrotropin receptor (Homo sapiens), P16473; TSHR-expressing cells, TSH-stimulated cAMP HTRF, 2 h; hits give low values; activity change, negative = inhibition, % at 11.5 µM; 330,000 tested, 0.2% active;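 active = activity change below a set negative limit, meaning inhibition stronger than a set level, cut at about -70% in these data; inconclusive = activity change between two set negative limits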; also: % is scaled to controls: 0 for no effect and ±100 for the full control effect
Target sequence (P16473 whole entry, looked up): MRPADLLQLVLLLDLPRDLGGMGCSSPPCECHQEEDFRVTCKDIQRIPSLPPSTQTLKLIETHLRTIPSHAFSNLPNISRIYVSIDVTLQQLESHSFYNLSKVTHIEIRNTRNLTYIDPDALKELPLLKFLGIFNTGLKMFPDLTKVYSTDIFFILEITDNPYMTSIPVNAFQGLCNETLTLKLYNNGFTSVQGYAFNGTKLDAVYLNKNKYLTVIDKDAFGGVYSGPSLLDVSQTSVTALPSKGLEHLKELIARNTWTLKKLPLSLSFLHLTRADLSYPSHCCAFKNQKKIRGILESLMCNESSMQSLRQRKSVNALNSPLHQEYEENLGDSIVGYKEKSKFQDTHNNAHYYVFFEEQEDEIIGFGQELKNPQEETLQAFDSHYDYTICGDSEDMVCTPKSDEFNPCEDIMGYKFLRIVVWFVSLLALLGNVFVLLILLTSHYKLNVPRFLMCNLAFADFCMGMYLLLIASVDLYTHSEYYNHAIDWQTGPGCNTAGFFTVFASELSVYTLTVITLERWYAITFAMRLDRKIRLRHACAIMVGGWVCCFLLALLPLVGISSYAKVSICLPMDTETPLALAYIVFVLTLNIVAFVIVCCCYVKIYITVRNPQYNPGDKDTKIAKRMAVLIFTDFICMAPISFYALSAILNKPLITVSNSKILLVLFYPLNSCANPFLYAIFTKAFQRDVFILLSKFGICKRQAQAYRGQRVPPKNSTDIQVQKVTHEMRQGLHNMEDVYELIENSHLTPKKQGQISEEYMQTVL
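Inhibition of cAMP made by TSHR-expressing cells under TSH stimulation (4nM final, EC80; 2 h, 37 deg C) is quantified with a one-step lysis HTRF kit, anti-cAMP cryptate versus cAMP-d2.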
BCR signal inh – qHTS Assay to Find Inhibitors of Chronic Active B-Cell Receptor Signaling; 340,000 tested, 0.05% active; Potency, µM (highest dose often 46.1 µM), for the others: at the top dose ratio change, negative = lower green/red ratio, actives largely listed as inhibitors; ABC-DLBCL IkBa-CBG/CBR reporter, luminescence ratio, 4 h; active = well fitted inhibition curve with a large enough effect in the signal ratio, with a control signal flat, not every such curve was filed as active; inconclusive = small, poorly fitted or top-dose-only effect, or effect the other way, or a change in a side signal; the % refers to the signal ratio;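 also: potency is read from the fitted curve at half-maximal effect; plate controls were basal doxycycline-induced cells for no effect and cells given 10 µM MG132 for full effect; MG132 reads +100%, hits lower the ratio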
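TMD8 ABC-DLBCL cells carrying doxycycline-inducible green luciferase fused to IkappaBalpha plus unfused red luciferase were exposed to compounds (up to 46 uM) for 4 hrs at 37C. Activity came from the overlap-corrected green/red luminescence ratio.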
GALK inhibitor – qHTS Assay for Inhibitors of Human Galactokinase (GALK); P51570; Purified GALK, Kinase-Glo residual ATP luminescence; Potency, µM (highest dose often 57.5 µM), for inactives: at the highest dose activity change, negative = inhibition, usual class: inhibitors; 270,000 tested, 0.007% active; AID 1868, 2009; also: potency is read from the fitted curve at half-maximal effect; % is scaled to controls: 0 for no effect and ±100 for the full control effect
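ATP-depletion format; final 35 uM ATP, 100 uM D-galactose, 5 nM enzyme; pH 8.0 HEPES/Mg2+ buffer; 60 min RT; luminescence read 10 min after detection reagent.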
Coupling enz – qHTS Assay for Inhibitors of Fructose-1,6-bisphosphate Aldolase from Giardia Lamblia: Coupling assay counterscreen; coupling enzyme system counterscreen, AmpLite Red fluorescence; activity change, negative = inhibition, % at 58.2 µM, hits read low; 290,000 tested, 0.67% active; in the data active = activity change below about -30%; also: % is scaled to controls: 0 for no effect and ±100 for the full control effect
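First, compound is pin-transferred into glyceraldehyde-3-phosphate coupling-enzyme reagent at 57.5 uM final and held 10 min at RT. Next, substrate, coupling system and AmpLite Red are added. After 20 min RT, fluorescence (525/598 nm) is read.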
* hit, by the source's call; i = inactive; ? = inconclusive; · = no result given; [ ] = another dose, or the depositor's remark. Unless noted, calls follow the shape of the dose curve; as a rule, active = well fitted curve in the direction sought with a large enough effect; inconclusive = small, poorly fitted or top-dose-only effect, or another doubt; inactive = no such curve, though single readings can be large; an effect the other way counts as inactive or inconclusive. The order is random, and some 1.6% of all compounds hit somewhere here.

SMILES	TCR act	KCNH2 WT inh	Giardia killer	A-T KAP1 phos	Tb PFK inh	MLL CXXC-DNA inh	TSHR antag	BCR signal inh	GALK inhibitor	Coupling enz
CSc1ccc(C(=S)N2CCN(C(c3ccccc3)c3ccccc3)CC2)cc1	-1%	-5	-2	·	-26%	-3%	4	-4%	3%	0
CSCC(C)N1CCC(Oc2cccc(C(=O)NCc3ccccn3)c2)CC1 (stereo not drawn)	-6%	8	7	4%	3%	12%	4	-1%	-3%	-1
CCC(C)NC(=O)CSc1nc2ccccc2c(=O)n1Cc1ccc(OC)cc1 (stereo not drawn)	10%	32	-2	·	6%	16%	-2	-3%	5%	-6
C#CCOCCOCCOCCNc1nc(N2CCN(C(=O)[C@H](CCC(=O)O)n3cc([C@@H](N)CO)nn3)CC2)nc(N2CCN(C(=O)[C@H](CCC(=O)O)n3cc([C@@H](N)CCSC)nn3)CC2)n1	-5%	4	?	-11%	-1%	·	10	-1%	·	·
O=C1CCCC2=C1C(c1cccs1)n1nc(SCc3ccccc3F)nc1N2 (stereo not drawn)	-1%	-3	-6	4%	13%	50%[activator]	5	10%	0%	1
CCN(CC)S(=O)(=O)c1ccc(N2CCN(S(=O)(=O)c3ccccc3)CC2)nc1	2%	-3	7	-2%	5%	-3%	-9	-3%	11%	2
O=C(CNCc1ccccc1Cl)NCc1ccco1	-9%	11	?	2%	-22%	-17%	17	1%	2%	-2
Cc1csc(NC(=O)CCS(=O)(=O)c2ccc(Br)cc2)n1	4%	-3	-9	-3%	19%	0%	8	-3%	-6%	-2
Cc1ccc(S(=O)(=O)NCC(=O)OCC(=O)Nc2ccc(C)c(S(=O)(=O)N3CCOCC3)c2)cc1	9%	-2	-25	-3%	-5%	·	-1	3%	·	·
COc1ccc(NC(=O)CN2CCN(CC(=O)Nc3ccccc3Cl)CC2)cc1	-3%	-21	1	2%	0%	1%	14	-14%	6%	2
Cc1cc(Nc2ncc(Cl)cc2Cl)n(-c2ccccc2C)n1	0%[46.1 µM]	1	38[activator]	12%	-3%	7%	12	0%	3%	-4
CSc1nccn1C(=O)c1ccccc1[N+](=O)[O-]	4%	-4	-5	-1%	2%	0%	1	0%	-2%	-22
CCSc1nnc2nc(C)cc(C)n12	-26%	-1	-9	1%	-5%	-4%	1	10%	-2%	1
Cc1ccc(S(=O)(=O)N2CCOCC2)cc1NC(=O)COC(=O)C1COc2ccccc2O1 (stereo not drawn)	-7%[46.1 µM]	2	-24	5%	0%	-4%	-3	-2%	1%	-2
O=C(CCCc1nc(-c2ccccc2Cl)no1)NC1CCCCC1	-2%	-15	17	-1%	9%	-4%	-2	?	0%	2
COc1ccc(CCNC(=O)COC(=O)/C=C/c2ccc3c(c2)OCO3)cc1	3%	-3	-4	27%	7%	·	9	1%	·	·
CN(C)c1ccnc(Nc2ccc(F)cc2)c1C#N	0%	-2	3	14%	-1%	-1%	-9	7%	0%	-1
O=[N+]([O-])c1cccc(S(=O)(=O)N2CCCCCC2)c1	2%[46.1 µM]	3	-22	2%	-1%	13%	7	2%	1%	3
N#CCCSCc1ccc(C(=O)O)o1	4%	-33	1	3%	-5%	-1%	2	2%	1%	1
CCOC(=O)CNC(=O)COc1coc(CN2CCN(c3ccccc3F)CC2)cc1=O	-5%	7	4	7%	0%	-2%	15	1%	2%	·
CN(C)CCCN=Cc1c(O)n(Cc2ccccc2)c(=O)c2ccccc12	-2%	29	-15	-5%	-7%	-1%	4	11%	-1%	2
CC(=O)Nc1cccc(C(=O)OCC(=O)c2ccc3c(c2)OCO3)c1	-4%	-1	?	-4%	0%	·	0	?	·	·
Cc1cc(C)n(CCc2nc(-c3ccc(F)cc3)cs2)n1	-2%[46.1 µM]	0	29	·	-6%	19%	-24	3%	1%	3
COc1ccc(NC(=O)c2cccc(Oc3ccc([N+](=O)[O-])cc3Cl)c2)cc1	-1%[46.1 µM]	i	7	0%	-2%	-1%	-15	?	·	-2
Cc1ccc(C2=CC(C)(c3ccc(C)cc3)Nc3nc(C(F)(F)F)nn32)cc1 (stereo not drawn)	-4%[46.1 µM]	-4	-11	7%	1%	-5%	7	9%	·	-3
O=C(N[C@@H](CO)C(=O)NCc1ccccc1)c1ccc(C(F)(F)F)cc1	2%	-5	-14	-4%	2%	2%	9	-4%	·	1
Cc1ccccc1CC(=O)OCC(=O)Nc1ccc(C)c(S(=O)(=O)N2CCCCC2)c1	2%	2	6	6%	-9%	·	-28	-4%	·	·
CCOc1cc(N2CCOCC2)c(OCC)cc1NC(=O)COc1cccc(Cl)c1	-6%	6	-18	0%	-4%	·	6	3%	·	·
CC(=O)c1ccc(S(=O)(=O)NC2CCSc3ccccc32)cc1 (stereo not drawn)	-5%	-2	25	-2%	-17%	-3%	-5	-7%	0%	-3
O=C(c1ccco1)N1CCN(S(=O)(=O)c2ccc(S(=O)(=O)NC3CC3)cc2)CC1	·	11	11	2%	-3%	1%	2	2%	1%	3
CN(C)/C=C(\C#N)C(N)=C(C#N)C#N	-1%	-3	7	0%	-7%	35%[activator]	2	3%	-1%	0
COC(=O)c1ccc(C)c(-n2c(C)cc(C=O)c2C)c1	-1%[46.1 µM]	-2	15	·	1%	-4%	16	-7%	0%	0
Cc1cc2c(=O)oc(-c3ccccc3Br)nc2s1	12%	2	-18	-4%	2%	5%	-19	?	-9%	-1
O=C(C1=C[C@H](C2CCCCC2)C[C@H](OCc2ccc(CO)cc2)O1)N1CCN(Cc2ccccc2)CC1	2%	2	-9	0%	4%	-25%	3	?	-1%	-4
CCN(Cc1ccccc1)C(=O)CCCOc1ccccc1	·	-7	-17	6%	-5%	1%	-4	2%	1%	8
CC(=O)c1cccc(NC(=O)C(OC(=O)c2cccs2)c2ccccc2)c1 (stereo not drawn)	-2%[46.1 µM]	3	11	·	2%	-1%	6	-1%	1%	-2
O=C(NC(=S)Nc1ccccc1N1CCOCC1)c1ccccc1F	-14%	-15	-10	0%	-1%	2%	-16	?	-2%	·
O=S(=O)(N/N=C\c1c(F)cccc1Cl)c1ccc(Cl)cc1	0%	0	-7	2%	-1%	1%	34	-11%	-4%	4
O=C(CCS(=O)(=O)c1ccc(Br)cc1)NCc1cccs1	2%	-19	2	6%	?	-3%	-4	3%	0%	1
CC(C)(C)NC(=O)C1CC(=O)OC12CCCCC2 (stereo not drawn)	-1%	1	-11	3%	0%	-5%	-8	1%	3%	-1
COc1cccc2sc3ccc(C#CC4(N)CCCCC4)cc3c(=O)c12	7%	2	-7	-1%	-3%	?	-1	?	·	-8
CCc1ccc(C(C)NC(=O)Cc2ccc(F)cc2)cc1 (stereo not drawn)	8%	0	-15	4%	-8%	-24%	-8	0%	1%	1
Cc1cc(NC(=O)c2cc(-c3ccccc3)on2)n(-c2ccccc2)n1	0%	2	2	0%	-4%	10%	-7	?	0%	1
CCC(=O)Nc1c2c(nn1-c1ccc([N+](=O)[O-])cc1)CS(=O)(=O)C2	2%	7	?	4%	-4%	-4%	-2	0%	1%	3
CC1CCN(C(=O)CSc2ccc(-c3ccccc3)nn2)CC1	·	-3	7	2%	-1%	7%	-9	11%	-1%	0
CC(=O)Nc1ccc(N2C(=O)CC(N3CCSCC3)C2=O)cc1 (stereo not drawn)	2%	-9	-3	-7%	3%	-8%	7	1%	0%	2
CC(C)(C)c1n[nH]c(=S)n(/N=C/c2cccs2)c1=O	3%[46.1 µM]	10	18	0%	0%	-2%	-1	16%	4%	2
CCS(=O)(=O)Nc1ccc(C2=NN(C(=O)c3ccco3)C(c3cccs3)C2)cc1 (stereo not drawn)	-2%	-38	18	8%	0%	2%	4	?	-5%	·
CC(C)N1CCc2c(sc(NC(=O)CCS(=O)(=O)c3ccccc3)c2C#N)C1	-1%	6	-3	18%	-2%	0%	-3	?	5%	0

Screening data: PubChem, National Center for Advancing Translational Sciences (NCATS)
